GPR151 activ = activators of human GPR151, primary screen, cell-based, PathHunter beta-arrestin, luminescence; G-protein coupled receptor 151 (Homo sapiens), Q8TDV0; PathHunter beta-arrestin GPR151 cells; activation, % at 11.2 µM; 650,000 compounds, 1% hits; in the data active = activation above about 4.9%;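 note: 0% = median of compound wells and 100% = cells with positive control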
Target sequence (Q8TDV0 whole entry, looked up): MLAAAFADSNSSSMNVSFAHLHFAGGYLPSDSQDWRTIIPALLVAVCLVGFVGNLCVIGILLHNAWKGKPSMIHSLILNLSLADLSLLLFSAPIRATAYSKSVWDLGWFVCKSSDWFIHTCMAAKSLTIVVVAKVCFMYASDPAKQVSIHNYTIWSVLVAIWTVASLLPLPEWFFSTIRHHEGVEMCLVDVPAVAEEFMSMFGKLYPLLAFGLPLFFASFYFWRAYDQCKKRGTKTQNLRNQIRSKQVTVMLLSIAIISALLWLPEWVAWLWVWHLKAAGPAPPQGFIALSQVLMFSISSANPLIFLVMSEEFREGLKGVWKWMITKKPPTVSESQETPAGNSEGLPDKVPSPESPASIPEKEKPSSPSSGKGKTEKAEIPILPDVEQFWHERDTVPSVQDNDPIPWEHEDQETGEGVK
TEAD-YAP block = TEAD-YAP interaction inhibition, primary screen, TEAD-YAP interaction inhibitor project, luminescence, HEK-TIYL cells. TEAD-Gal4/YAP UAS-luciferase luminescence. AID 1259422, 2018. inhibition, % at 9.12 µM. 640,000 compounds, 1.4% hits; in the data active = inhibition above about 32%;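 note: 0% = median of test compound wells and 100% = reference inhibitor wells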
MITF inh = MITF inhibitors, primary screen, biochemical, AlphaScreen, human; Microphthalmia-associated transcription factor (Homo sapiens), O75030; AID 1259374, 2018; inhibition, % at 2.6 µM; AlphaScreen MITF homodimerization, bead proximity signal; 650,000 compounds, 0.91% hits; in the data active = inhibition above about 50%;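 note: 0% = vehicle wells with protein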
Target sequence (O75030 whole entry, looked up): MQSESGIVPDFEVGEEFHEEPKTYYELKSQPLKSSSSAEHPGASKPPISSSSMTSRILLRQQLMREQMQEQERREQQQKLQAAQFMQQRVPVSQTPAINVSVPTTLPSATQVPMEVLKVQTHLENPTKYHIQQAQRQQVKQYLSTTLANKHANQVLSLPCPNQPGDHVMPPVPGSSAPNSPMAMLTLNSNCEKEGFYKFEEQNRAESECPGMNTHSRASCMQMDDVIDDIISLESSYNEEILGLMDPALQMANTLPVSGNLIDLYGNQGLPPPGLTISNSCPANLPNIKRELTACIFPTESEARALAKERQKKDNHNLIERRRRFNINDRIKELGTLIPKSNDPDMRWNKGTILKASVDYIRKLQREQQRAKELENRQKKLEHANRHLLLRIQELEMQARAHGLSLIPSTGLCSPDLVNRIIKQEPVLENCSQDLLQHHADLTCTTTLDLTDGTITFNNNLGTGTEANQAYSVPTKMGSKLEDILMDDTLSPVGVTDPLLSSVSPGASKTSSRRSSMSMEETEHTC
FBW7 activator = FBW7 E3 ligase activators, primary screen, biochemical, AlphaScreen, human; F-box/WD repeat-containing protein 7 (Homo sapiens), Q969H0; AlphaScreen FBW7–phospho-cyclin E peptide binding, activator screen; normalized activity (activation), % at 26.1 µM; 650,000 compounds, 0.13% hits; AID 1259310, 2017; in the data active = normalized activity above about 1.9%;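 note: purified mutant Fbw7 with reduced substrate affinity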
* = called active by the depositor.

The line under a structure holds: MITF inh, GPR151 activ, FBW7 activator, TEAD-YAP block
> CC(=O)c1cccc(NC(=O)CCc2c(C)nc3c(c2C)c(=O)n(C)c(=O)n3C)c1
 : 3, -0.1, 0.6, -2
> CCOC(=O)Cn1nnc(C(=O)c2ccco2)c1-c1ccccc1
 : 15, 0.1, 0.1, 3
> CN(C)c1ccccc1-c1cncc(-c2cccc(CO)c2)n1
 : 18, 1.2, 0.0, -7
> CCc1nnc(SCC(=O)Nc2ccc(F)c(F)c2)nc1CC
 : 14, 0.0, 0.2, 14
> CC(=O)NCc1ccc(S(=O)(=O)N2CCOCC2)cc1
 : -1, -1.5, 0.0, -1
> CC(C)C(NS(C)(=O)=O)c1nnc2n1CCN(Cc1ccc(F)cc1)CC2 (stereo not drawn)
 : 9, 0.0, 0.5, -1
> COc1ccc(C(=O)COC(=O)COc2ccc(C)cc2)cc1Br
 : 12, -0.4, 0.3, 9
> Cc1cc(C(=O)NCCN2CCCC2)n(-c2ccccc2)n1
 : 8, -0.3, 0.0, 9
> CCC1(C(=O)OC)NC(c2cccc(F)c2)C2C(=O)N(C)C(=O)C21 (stereo not drawn)
 : -2, -1.0, -0.1, 6
> CCCCOC(=O)n1c(=O)oc2cc(S(=O)(=O)Nc3cccc(C)c3)ccc21
 : -1, -0.8, 0.0, 3
> O=C(C1=C(O)C(=O)N(CCCN2CCOCC2)C1c1ccc(F)cc1)c1ccco1 (stereo not drawn)
 : -9, -0.4, 0.0, -4
> CC(C)c1ccccc1OCCCCCNCCO
 : 4, -0.3, 0.0, 7
> CCCCc1ccc(C2C(C#N)=C(N)OC3=C2C(=O)CCC3)s1 (stereo not drawn)
 : 8, -1.2, 0.4, 15
> CC(=O)Oc1ccc(/C=c2\sc3nc(-c4cccs4)nn3c2=O)cc1
 : -2, -1.6, 0.1, 3
> Cc1cc(C(=O)NCc2cc(F)cc3c2OCOC3)nn1C
 : 2, 0.9, -0.3, 8

The closing three records of the part above open the next one:
The line under a structure holds: MITF inh, GPR151 activ, FBW7 activator, TEAD-YAP block
> CCCCc1ccc(C2C(C#N)=C(N)OC3=C2C(=O)CCC3)s1 (stereo not drawn)
 : 8, -1.2, 0.4, 15
> CC(=O)Oc1ccc(/C=c2\sc3nc(-c4cccs4)nn3c2=O)cc1
 : -2, -1.6, 0.1, 3
> Cc1cc(C(=O)NCc2cc(F)cc3c2OCOC3)nn1C
 : 2, 0.9, -0.3, 8
> O=C(NCc1ccco1)c1ccc2c(=O)n(-c3ccccc3)c(=S)[nH]c2c1
 : -6, 1.0, 0.1, 1
> CCc1ccccc1OCc1nnc(N)s1
 : 7, 0.7, 0.2, -6
> C=CCSc1nnc2c(n1)OC(c1ccc(C(=O)O)cc1)Nc1ccc(Br)cc1-2 (stereo not drawn)
 : 2, 0.4, -0.1, -3
> O=C(c1cccc2nc3ccccc3nc12)N1CCCCC1
 : 4, 0.0, 0.0, -11
> CCCCOc1ccc(C(=O)N2CCN=C2SC)cc1
 : 10, -1.6, 0.3, -3
> Cc1ccc(CC(=O)NCC(C)C)cc1
 : 4, -0.1, 0.0, -3
> COc1ccc(C2C3=C(CC(C)(C)CC3=O)Nc3nc(SC)nn32)c(OC)c1 (stereo not drawn)
 : -14, -0.1, 0.0, 3
> Cc1ccc(-c2ccc(=O)n(CC(=O)N3CCN(C)CC3)n2)cc1
 : -10, -0.7, -0.1, -8
> COc1ccc(Cc2nnc(SCC(=O)Nc3cc(F)ccc3C)n2C)cc1
 : 11, -1.5, 0.4, 13
> CCCC(=O)N1CCN(c2ccc(C(=O)c3ccccc3)cc2F)CC1
 : 4, 1.4, 0.6, -18
> COc1ccc(-c2cnn3ccc(Nc4ccc(O)cc4)nc23)c(OC)c1
 : 8, -0.4, 0.9, 3
> COC(=O)c1cc(CNC(=O)c2ccnn2C)cc(NS(=O)(=O)c2ccc(F)cc2)c1
 : 6, -0.5, 0.0, -7
> CC1=CN2C(=N)/C(=C/c3ccc(SCc4ccccc4)o3)C(=O)N=C2S1
 : 3, -1.5, -0.1, -42
> Cc1cc2nc(-c3ccc(NC(=O)c4ccccc4F)cc3)oc2cc1C
 : -2, -5.9, 0.2, -4
> Cc1ccccc1CN1C(=O)CSc2ccc(C(=O)N3CCN(c4ccccn4)CC3)cc21
 : 4, 3.2, -0.1, 45*

Complete entries, quoted from the list:
CC1=CN2C(=N)/C(=C/c3ccc(SCc4ccccc4)o3)C(=O)N=C2S1 as listed: MITF inh: 3; GPR151 activ: -1.5; FBW7 activator: -0.1; TEAD-YAP block: -42
COc1ccc(Cc2nnc(SCC(=O)Nc3cc(F)ccc3C)n2C)cc1 as listed: MITF inh: 11; GPR151 activ: -1.5; FBW7 activator: 0.4; TEAD-YAP block: 13

Later entries
The line under a structure holds: MITF inh, GPR151 activ, FBW7 activator, TEAD-YAP block
> CCC(CC)NC(=O)c1cccc(OC)c1
 : 4, -1.0, -0.1, -4
> CCSc1nnc(NC(=O)c2cccc(C(=O)Nc3nnc(SCC)s3)n2)s1
 : -6, 1.4, -0.1, -5
> COc1ccc(C(=O)c2sc3nc(C)cc(C)c3c2N)c(OC)c1
 : 2, 7.0*, 1.5, -5
> CCc1ccc(C2C(C#N)=C(N)N(c3ccc(C)cc3)C3=C2C(=O)CC(C)(C)C3)s1 (stereo not drawn)
 : -6, 1.2, 0.0, 3
> Cc1ccsc1CN(C(=O)c1ccco1)C1CCS(=O)(=O)C1 (stereo not drawn)
 : -4, 1.3, 0.1, -24
> O=C(C1CCN(Cc2cccnc2)CC1)N1CCN(C/C=C/c2ccccc2)CC1
 : 58*, 1.0, -0.1, 16
> O=C(CCOc1ccccc1)Nc1ccc(C(=O)NCC2OCCc3ccccc32)cc1 (stereo not drawn)
 : 9, 0.5, 0.1, 20
> Cc1cc(C(=O)OCC(=O)c2ccc(F)cc2)c2ccccc2n1
 : 1, 2.9, 0.0, -5
> O=C(O)CCNC(=O)/C(=C/C=C/c1ccccc1)NC(=O)c1ccccc1
 : 17, -0.1, 0.1, 1
> Cn1c2c(c(=O)n(C)c1=O)C(c1cc([N+](=O)[O-])ccc1O)C1=C(N2)c2ccccc2C1=O (stereo not drawn)
 : 16, -2.1, 0.3, 0
> COc1ccccc1-c1csc(NC(=O)c2ccc(Cl)cc2Cl)n1
 : -2, 0.4, 0.0, -9
> COc1ccccc1-c1cc(=O)n(CC(=O)N2CCC(C(N)=O)CC2)c2c1CCCC2
 : -3, -0.7, -0.1, 5
> CN1CCN(CCOc2ccc(C(=O)c3ccccc3)cc2)CC1
 : 81*, 3.1, 0.5, -17
> CC1CN(CCC(=O)NCC2(c3ccccc3)CCOCC2)Cc2cc(Cl)ccc2O1 (stereo not drawn)
 : -2, -1.0, 0.0, -1
> COc1ccc(CN2CCNC(=O)C2CC(=O)N2CCCCCCC2)c(F)c1 (stereo not drawn)
 : 2, 2.6, 0.0, 7
> O=C(NCC1CCCN1S(=O)(=O)c1ccccc1)c1ccco1 (stereo not drawn)
 : -5, -0.5, 0.0, -1
> Cc1ccc(OCC(=O)Nc2ccc(C(=O)OC(C)C)cc2)c(Br)c1
 : -8, -1.2, 0.2, 0
> O=S(=O)(NC1CCN(Cc2ccccc2)CC1)c1ccc(F)c(F)c1
 : 14, 7.1*, 0.7, 8
> Oc1ccccc1N=Cc1nc(-c2ccco2)oc1O
 : -11, -1.2, -0.2, -22
> Cc1ccc(NC(=S)NCCCO)c(C)c1
 : 18, -1.3, 0.7, 2
> O=C(Nc1ccccc1C(=O)O)c1ccc2c(c1)C(=O)N(c1ccc(Cl)cc1)C2=O
 : 3, 0.1, 0.0, 9
> CCOc1ccc(CC(=O)Nc2ccc(-c3cn4nc(OC)ccc4n3)cc2)cc1
 : 4, -0.5, 0.0, 13
> Cc1ccccc1NC(=O)C(C)(Cl)CCl (stereo not drawn)
 : 13, 0.3, 1.5, 5
> COc1ccc(C2C3=C(Nc4ncnn42)c2ccccc2OC3c2ccc(C)cc2)cc1 (stereo not drawn)
 : 3, 1.9, 0.2, -7
> O=C(/C=C\c1ccco1)Nc1ccc(N2CCN(C(=O)c3ccccc3)CC2)cc1
 : -13, 0.7, -0.1, -7
> CN1C(=O)CCc2cc(NC(=O)c3ccccc3Br)ccc21
 : -6, -2.4, 0.0, -14
> COc1ccc(Cl)cc1Nc1cc(C)nc2nc(C)nn12
 : 11, -0.7, 0.0, -1
> COc1cc(Cl)c(S(=O)(=O)N2CCCC(C)C2)cc1Cl (stereo not drawn)
 : 5, -0.7, 0.0, 11
> O=C(N/C(=C/c1ccc(F)cc1)C(=O)N1CCCC1)c1ccccc1
 : 8, -0.3, 0.0, 5
> COc1ccccc1NC(=O)N1CCc2cc(F)ccc21
 : 15, -0.9, 0.1, -20
> CC(=O)c1ccc(OCc2cc(C(=O)NCCN3CCCCC3=O)no2)cc1
 : -4, -1.5, -0.1, -1
> CCOc1ccc(C(=O)N2CCN(c3cnn(-c4ccccc4)c(=O)c3Cl)CC2)cc1
 : 5, -0.4, 0.5, 3
> O=C(c1cc2n(n1)C(C(F)(F)F)CC(c1ccc(Cl)c(Cl)c1)N2)N1CCCCC1 (stereo not drawn)
 : 3, 1.0, 0.0, 8
> CCCCC(=O)Nc1ccc(C(=O)N2CCc3ccccc3C2)cc1
 : 10, -1.0, 0.3, 6
> CC1CCN(Cc2nnnn2CC(=O)N(C)CC2CCCCO2)CC1 (stereo not drawn)
 : -15, 0.2, 0.1, -8
> Cc1ccc2[nH]c3c(c2c1)CCCC3NCc1ccccc1 (stereo not drawn)
 : 7, -0.2, -0.5, 54*
> Cc1oc(C)c2c(=O)ccc3c(c12)OC(N)=C(C#N)C3c1ccc(Br)cc1 (stereo not drawn)
 : -12, 0.7, 0.0, 2
> COc1cccc(C(=O)Oc2ccc(N3C(=O)c4ccc([N+](=O)[O-])cc4C3=O)cc2)c1
 : 3, 0.1, 0.7, -6
> Clc1ccc2nc(N3CCOCC3)c(-c3cc(-c4ccccc4)c4cc(Br)ccc4n3)c(-c3ccccc3)c2c1
 : 15, -0.9, 0.0, 4
> O=C(COC(=O)COc1ccccc1[N+](=O)[O-])Nc1ccccc1F
 : 13, -2.1, 0.3, -2
> COc1ccccc1NC(=O)c1ccccc1
 : 15, -2.0, 0.1, 0
> Cc1ccsc1C1(C)C(=O)Nc2ccccc21 (stereo not drawn)
 : -2, -0.4, -0.1, -5
> CCOC(=O)CSc1nc2c(c(=O)n1CC1CCCC1)C1(CCCC1)Cc1ccccc1-2
 : 1, 1.2, 0.2, 3
> CCc1nn(CC(=O)NCCN2CCCCC2C)c(=O)c2cc3sccc3n12 (stereo not drawn)
 : -13, -0.2, -0.1, -6
> COc1ccc(C(=O)Nc2nc3ccccc3s2)cc1[N+](=O)[O-]
 : 4, 0.3, -0.1, -40
> CCN(CC)C(=O)Cn1cnc2sc(C(=O)N(C)Cc3ccccc3)c(C)c2c1=O
 : 15, 0.7, -0.1, 10
> COc1ccccc1NC(=O)C1=C(C)Nc2ncnn2C1c1ccc(Cl)c(Cl)c1 (stereo not drawn)
 : 9, 4.3, -0.1, 9
> CC(C)C(NS(=O)(=O)c1cccs1)C(=O)NCc1cccs1 (stereo not drawn)
 : 6, 0.6, 0.0, -3
> Cc1ccc(-c2nc(N)n[nH]2)cc1
 : 9, 0.1, 0.0, -1
> COc1ccc(-c2nc(CN(C)C)cc(CN(C)C)c2O)cc1
 : 5, 0.7, 0.7, 3
> CSc1nc2n(n1)C(=O)CC(C)(C)N2
 : -11, 1.8, -0.1, 1
> OCc1nc2ccccc2n1CCOc1ccc(Cl)cc1Cl
 : 1, 0.3, 0.4, -5
> C/C(=N/NC(=O)COc1cccc(Cl)c1)c1ccc(Br)cc1
 : -7, -1.2, -0.1, 7
> O=C1NC(=O)C(=Cc2ccc(OCc3cccc(F)c3)cc2)C(=O)N1
 : -8, -3.9, -0.7, -41
> CN(CCCC(=O)O)S(=O)(=O)c1ccc2c(c1)Cc1cc(S(=O)(=O)N(C)CCCC(=O)O)ccc1-2
 : 0, 3.8, -0.1, 2
> O=C(Nc1ccc2nc3n(c(=O)c2c1)CCCCC3)c1ccc([N+](=O)[O-])o1
 : 13, 0.7, -0.1, 21
> COCCNC(=O)CCc1c(C)nc2c(c(C)nn2-c2ccc(C)cc2)c1C
 : 5, -0.7, 0.2, -1
> CC(C)C(=O)N1CCN(c2nc(-c3ccccc3)c3c(c2C#N)CCCC3)CC1
 : 7, -0.2, 0.2, 0
> CCOC(=O)c1ccc(NC(=O)CN2C(=O)C(C)SC(C)C2=O)cc1 (stereo not drawn)
 : -7, 0.9, -0.1, -2

High-throughput results (PubChem)
